# STK33 kin inh: inhibitors of human STK33 kinase; Q9BYT3; ADP-Glo luminescence, MBP substrate; inhibition, % at 12.5 µM; hit rate 0.44% among 27,000; AID 2322; in the data active = inhibition above about 20%
# Target sequence (Q9BYT3 whole entry, looked up): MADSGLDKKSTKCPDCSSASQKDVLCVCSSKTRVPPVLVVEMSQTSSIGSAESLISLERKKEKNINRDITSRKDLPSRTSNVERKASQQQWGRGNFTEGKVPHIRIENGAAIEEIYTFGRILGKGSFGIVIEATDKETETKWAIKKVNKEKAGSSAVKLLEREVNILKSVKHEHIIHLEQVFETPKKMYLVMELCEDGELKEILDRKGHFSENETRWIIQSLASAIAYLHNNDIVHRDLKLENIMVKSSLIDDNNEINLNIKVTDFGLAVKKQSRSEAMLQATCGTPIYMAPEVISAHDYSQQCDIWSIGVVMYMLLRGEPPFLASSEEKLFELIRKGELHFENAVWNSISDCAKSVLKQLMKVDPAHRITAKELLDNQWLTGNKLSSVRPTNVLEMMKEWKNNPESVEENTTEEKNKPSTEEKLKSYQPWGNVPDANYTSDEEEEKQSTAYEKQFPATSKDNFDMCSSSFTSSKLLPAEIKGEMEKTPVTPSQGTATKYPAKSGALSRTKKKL
# mut p53 react: restores mutant p53 pathway signaling in SW480 cells | activation, % at 9.98 µM | SW480 PUMA-promoter luciferase, p53 mutant reactivation | AID 624151 | hit rate 1.5% among 28,000; in the data active = activation above about 52%
# The depositor's hits bear a star; nt = not tested or not shown.
SMILES,STK33 kin inh,mut p53 react
Cc1noc(C)c1S(=O)(=O)Nc1ccc2c(c1)CC(=O)N([C@H](C)CO)C[C@H](C)[C@H](CN(C)C(=O)Nc1ccc(F)cc1)O2,nt,-5.2
Clc1ccc2c(c1)N=C(N1CCNCC1)c1ccccc1N2,3.3,-3.7
Cc1noc(C)c1NC(=O)N(C)C[C@H]1Oc2ccc(NC(=O)Nc3ccc4c(c3)OCO4)cc2C(=O)N([C@H](C)CO)C[C@@H]1C,nt,1.3
C[C@H](CO)N1C[C@H](C)[C@@H](CN(C)CC2CC2)Oc2ccc(NC(=O)Cc3cn(C)c4ccccc34)cc2CC1=O,nt,-13.1
CCc1nc2sc(C)c(C)c2c(=O)n1N,-0.2,nt
CS(=O)(=O)N(CC(=O)Nc1ccc(Br)cc1)c1ccc(Cl)c(C(F)(F)F)c1,-3.2,15.0
Cc1ccc(S(=O)(=O)NC(C)C(=O)Nc2ccc(C)c(Cl)c2)cc1 (configuration not stated),0.9,-1.8
C[C@@H]1CN([C@H](C)CO)C(=O)Cc2cc(NC(=O)c3ccncc3)ccc2O[C@H]1CN(C)Cc1ccc(C(=O)O)cc1,-0.7,nt
COCCCNC(=O)[C@]1(Cc2ccccc2CN=[N+]=[N-])N=C(c2ccc(OCCCO)cc2)O[C@@H]1c1ccccc1,2.0,nt
O=C(O)CCCC(=O)Nc1cccc2ccccc12,2.7,3.1
COc1ccc(NC(=O)N(C)C[C@@H]2OCc3cn(nn3)CCCC(=O)N([C@H](C)CO)C[C@@H]2C)cc1,-3.9,nt
CN1CCN(c2ccccc2NC(=O)COc2ccc(Cl)cc2)CC1,-2.2,10.6
CC(c1ccccc1)n1c(CCCO)nc2ccccc21 (configuration not stated),2.1,-17.0
C[C@H](CO)N1C[C@H](C)[C@H](CN(C)C(=O)Nc2ccc3c(c2)OCCO3)OCc2cnnn2CCCC1=O,1.5,25.0
CCCCn1cc(SCC(=O)O)c2ccccc21,0.4,11.3
O=C(C[C@H]1C[C@H]2c3cc(NC(=O)CC4CC4)ccc3O[C@H]2[C@@H](CO)O1)NCc1ccccc1F,nt,-0.3
Cc1ccnc(NS(=O)(=O)c2ccc(NC(=O)c3cccs3)cc2)n1,-0.5,3.8
C[C@H](CO)N1C[C@H](C)[C@H](CN(C)C(=O)Nc2ccc(C(F)(F)F)cc2)Oc2ccc(NS(C)(=O)=O)cc2C1=O,-1.5,nt
NC(=O)NCC#Cc1ccc2c(c1)[C@]1(C(=O)N2)[C@H](C(=O)O)[C@H]2C(=O)O[C@H](c3ccccc3)[C@H](c3ccccc3)N2[C@@H]1c1ccccc1OCCO,-4.4,nt
COc1cc(NC(=O)CSc2nnc(-c3ccncc3)n2C)cc(OC)c1,-0.2,6.4

# 3 structures from above, sorted by length of the SMILES, lowest first:
SMILES,STK33 kin inh,mut p53 react
Cc1ccc(S(=O)(=O)NC(C)C(=O)Nc2ccc(C)c(Cl)c2)cc1 (configuration not stated),0.9,-1.8
COCCCNC(=O)[C@]1(Cc2ccccc2CN=[N+]=[N-])N=C(c2ccc(OCCCO)cc2)O[C@@H]1c1ccccc1,2.0,nt
C[C@H](CO)N1C[C@H](C)[C@H](CN(C)C(=O)Nc2ccc(C(F)(F)F)cc2)Oc2ccc(NS(C)(=O)=O)cc2C1=O,-1.5,nt

# Four compounds picked at random from the list so far, as already listed:
SMILES,STK33 kin inh,mut p53 react
C[C@@H]1CN([C@H](C)CO)C(=O)Cc2cc(NC(=O)c3ccncc3)ccc2O[C@H]1CN(C)Cc1ccc(C(=O)O)cc1,-0.7,nt
CS(=O)(=O)N(CC(=O)Nc1ccc(Br)cc1)c1ccc(Cl)c(C(F)(F)F)c1,-3.2,15.0
C[C@H](CO)N1C[C@H](C)[C@H](CN(C)C(=O)Nc2ccc3c(c2)OCCO3)OCc2cnnn2CCCC1=O,1.5,25.0
COCCCNC(=O)[C@]1(Cc2ccccc2CN=[N+]=[N-])N=C(c2ccc(OCCCO)cc2)O[C@@H]1c1ccccc1,2.0,nt

# New compounds follow:
SMILES,STK33 kin inh,mut p53 react
COc1ccc(C(C)=O)c(O)c1,2.3,2.7
C[C@H]1CN([C@@H](C)CO)C(=O)c2cccc(NC(=O)NC3CCCCC3)c2O[C@H]1CN(C)Cc1ccc(C(=O)O)cc1,nt,-0.1
C[C@H]1CN([C@@H](C)CO)C(=O)Cc2cc(NC(=O)C3CCCCC3)ccc2O[C@@H]1CN(C)C(=O)Nc1ccccc1,3.3,nt
CC(C)n1c(C(F)(F)F)nc2cc(C(=O)N3CCOCC3)ccc21,nt,2.7
C[C@@H]1CN([C@H](C)CO)C(=O)Cc2cc(NS(=O)(=O)c3cccs3)ccc2O[C@@H]1CN(C)Cc1ccc2c(c1)OCO2,0.5,nt
Cc1cc(C(=O)Nc2cccc3c2O[C@@H](CN(C)C(=O)NC2CCCCC2)[C@H](C)CN([C@@H](C)CO)C3=O)n(C)n1,nt,-0.9
C[C@@H]1CN([C@@H](C)CO)C(=O)CCCn2nncc2CO[C@@H]1CN(C)Cc1cccc2c1OCCCO2,-4.9,nt
C[C@H]1CN([C@@H](C)CO)C(=O)c2cc(NC(=O)NC3CCCCC3)ccc2O[C@H]1CN(C)Cc1ccc(Cl)c(Cl)c1,1.0,nt
CCN(CC(=O)Nc1ccc(C(F)(F)F)cc1)S(=O)(=O)c1ccc(C)cc1,-2.1,-11.0
O=C(CSc1ncccn1)Nc1ccc(Cl)cc1Cl,1.9,133.5*
Cc1ccc(-n2nnnc2SCC(=O)Nc2ccc(N3CCOCC3)c(Cl)c2)cc1C,3.8,-3.6
COc1ccc(CN(C)C[C@@H]2OCCCC[C@@H](C)Oc3ccc(NC(=O)NC(C)C)cc3C(=O)N([C@H](C)CO)C[C@H]2C)cc1,nt,-4.7
C[C@@H]1CN([C@H](C)CO)C(=O)c2cc(NS(C)(=O)=O)ccc2O[C@@H](C)CCCCO[C@H]1CN(C)S(=O)(=O)c1ccccc1,nt,-0.4
NC(=O)c1ccc[n+](CC(=O)c2ccccc2)c1,2.2,nt
CC(C)c1nnc(N2C(=O)c3oc4ccccc4c(=O)c3C2c2ccco2)s1 (configuration not stated),1.6,-5.1
C[C@@H]1CN([C@H](C)CO)C(=O)c2cc(NS(=O)(=O)c3ccccc3)ccc2O[C@@H]1CN(C)C,nt,-4.0
Cc1ccc2nc(-c3cccnc3)cc(C(=O)Nc3sc(C)c(C)c3C(N)=O)c2c1,3.0,-7.0
Cc1noc(C)c1NC(=O)Nc1ccc2c(c1)C(=O)N([C@H](C)CO)C[C@@H](C)[C@H](CN(C)C(=O)Nc1ccc(F)cc1)OCCCC[C@H](C)O2,nt,21.5
C[C@H]1CN([C@@H](C)CO)C(=O)Cc2cc(NC(=O)Cc3cn(C)c4ccccc34)ccc2O[C@H]1CN(C)S(=O)(=O)c1ccc(Cl)cc1,0.4,nt
COc1ccc(CN2C(=O)C(O)(CC(=O)c3ccc(Cl)cc3)c3ccccc32)cc1OC (configuration not stated),-4.4,14.3
C[C@@H]1CN([C@@H](C)CO)C(=O)c2cccc(NC(=O)Nc3ccc4c(c3)OCO4)c2O[C@@H]1CN(C)C,nt,4.8
C[C@@H]1CCCCO[C@H](CN(C)C(=O)C2CCCCC2)[C@@H](C)CN([C@H](C)CO)C(=O)c2cc(NS(=O)(=O)c3ccc(Cl)cc3)ccc2O1,2.9,nt
O=S(=O)(NCC1CCN(Cc2ccc(OCCO)cc2)CC1)c1cc(Cl)ccc1Cl,-2.7,nt
C[C@H](CO)N1C[C@H](C)[C@@H](CN(C)S(=O)(=O)c2cn(C)cn2)Oc2c(NC(=O)Nc3ccc(C(F)(F)F)cc3)cccc2C1=O,nt,14.2
O=C1O[C@H](c2ccccc2)[C@H](c2ccccc2)N2[C@H]1[C@@H](C(=O)N1CCCCCCC1)[C@]1(C(=O)Nc3ccc(C#CCCO)cc31)[C@H]2c1ccc(O)cc1,8.2,nt
C[C@@H]1O[C@@H](O[C@H]2[C@H](O)[C@@H](O[C@@H]3O[C@H](CO)[C@@H](O)[C@H](O)[C@H]3O)[C@H](O[C@H]3CC[C@@]4(C)C(=CC[C@@H]5C4CC[C@@]4(C)C5C[C@@H]5O[C@]6(CC[C@@](C)(CO)O6)[C@@H](C)[C@@H]54)C3)O[C@@H]2CO)[C@H](O)[C@H](O)[C@H]1O (some centres not stated),-10.8,-4.2
COc1ccc(C#Cc2ccc3c(c2)[C@]2(C(=O)N3)[C@H](c3ccccc3OCCO)N3[C@H](c4ccccc4)[C@H](c4ccccc4)OC(=O)[C@H]3[C@@H]2C(=O)N2CCc3cc(OC)c(OC)cc3C2)cc1,12.9,nt
CN(CC(=O)Nc1ccc(F)c(Cl)c1)S(=O)(=O)c1ccc2ccccc2c1,-2.4,2.6
O=C(c1ccccc1)c1ccc(COC(=O)c2ccccc2NC(=O)c2ccco2)cc1,3.5,32.8
Cc1noc(C)c1NC(=O)Nc1ccc2c(c1)C(=O)N([C@@H](C)CO)C[C@@H](C)[C@@H](CN(C)S(=O)(=O)c1ccccc1)O2,nt,13.6
C/C(=N\O)C(C)(C)Nc1cc(C(F)(F)F)cc(C(F)(F)F)c1,nt,-14.1
Cc1noc(C)c1S(=O)(=O)N(C)C[C@@H]1Oc2ccc(NS(=O)(=O)c3cccs3)cc2CC(=O)N([C@@H](C)CO)C[C@H]1C,nt,0.5
C[C@H](CO)N1C[C@H](C)[C@H](CN(C)S(=O)(=O)c2ccc(F)cc2)Oc2ncc(-c3cccc(F)c3)cc2C1=O,-0.8,nt
Cc1cc(C)c(O)c(C2(O)C(=O)c3ccccc3C2=O)c1,nt,0.4
Cc1ccc(S(=O)(=O)Nc2ccc3c(c2)C(=O)N([C@H](C)CO)C[C@@H](C)[C@H](CN(C)S(=O)(=O)c2ccc(C)cc2)OCCCC[C@@H](C)O3)cc1,nt,-37.2
CNC[C@H]1Oc2c(NC(=O)C3CCOCC3)cccc2C(=O)N([C@H](C)CO)C[C@@H]1C,nt,6.7
COC(=O)c1c(NC(=S)Nc2cc3oc4ccccc4c3cc2OC)sc2c1CCC2,-1.1,9.2
Cc1cccc(/C=C/c2ccccc2)n1,nt,-39.1
C[C@@H]1CCCCO[C@H](CN(C)C(=O)c2ccncc2)[C@@H](C)CN([C@H](C)CO)C(=O)c2cc(NS(=O)(=O)c3ccc(Cl)cc3)ccc2O1,0.7,nt
COC(NC(=O)c1ccccc1)(C(F)(F)F)C(F)(F)F,-2.0,nt
C[C@@H]1CN([C@H](C)CO)C(=O)c2cc(NC(=O)Cc3ccccc3)ccc2O[C@@H]1CN(C)Cc1ccccc1,nt,3.4
CC(C)NC(=O)N(C)C[C@@H]1OCCCC[C@@H](C)Oc2ccc(NC(=O)Nc3ccccc3)cc2C(=O)N([C@@H](C)CO)C[C@@H]1C,nt,-2.3
O=C(c1ccco1)N(Cc1ccco1)c1ccc(O)cc1,-4.9,2.5
CN(C)CCn1nnnc1SCC1=C(C(=O)O)N2C(=O)[C@@H](NC(=O)Cc3csc(N)n3)[C@H]2SC1,1.8,5.7
C=C1CCC2(C(=O)O)CCC3(C)C(=CCC4C5(C)C[C@@H](O)[C@H](O)C(C)(CO)C5CCC43C)C2C1C (some centres not stated),-12.2,11.7
COc1ccccc1NC(=O)C1=C(C)Nc2nnnn2C1c1cccnc1 (configuration not stated),-1.8,1.6
COCC(=O)N(C)C[C@@H]1Oc2cc(C#CC(C)C)ccc2S(=O)(=O)N([C@H](C)CO)C[C@H]1C,nt,0.6
CNC(=O)CN(c1ccc(C)cc1)S(=O)(=O)c1ccccc1,-1.3,-16.9
OC1COC(OCC2OC(OCc3ccccc3)C(O)C(O)C2O)C(O)C1O (configuration not stated),1.0,nt
c1ccc(CCNc2ncnc3scc(C4COc5ccccc5O4)c23)cc1 (configuration not stated),-2.5,-7.1
Cc1ccc(S(=O)(=O)NCC(=O)Nc2cccc([N+](=O)[O-])c2)cc1,-1.7,-1.7

# Screening data deposited in PubChem BioAssay by Broad Institute.

# Some of the compounds tested. The share of hits here may be higher or lower than overall.
